PrPC TRFRET = reduces human prion protein on the cell surface | P04156 | cell surface PrPC, TR-FRET read-out | inhibition, % at 13.8 µM | actives 0.43% (n = 370,000) | AID 720596; in the data active means inhibition above about 24%; further: 0% = median of the test wells and 100% = reference compound wells
The depositor's hits bear a star.

SMILES | PrPC TRFRET
COC(=O)C(C(=O)OC)c1ccccc1NS(=O)(=O)c1cccc2ccccc12 | 10
COc1ccc(CN2C[C@]3(C=C(C)Cn4c(=O)n(-c5ccccc5)c(=O)n43)N=C2NC(=O)c2ccccc2)c(OC)c1 | 0
CC(=O)C1=C(C)N(Cc2ccc(Cl)cc2)C(=S)NC1c1ccccc1 (stereo not drawn) | -2
CSCCC(NC(=O)OCc1ccccc1)C(=O)NC(Cc1c[nH]c2ccccc12)C(=O)O (stereo not drawn) | -4
Cc1ccccc1Cn1cc(CN2[C@@H](CC(C)C)COc3cc(Br)ccc3S2(=O)=O)nn1 | -3
Cc1ccc(S(=O)(=O)Nc2cc(C(=O)O)ccc2N2CCC(C)CC2)cc1C | -1
COC(=O)[C@@]12C[C@@H](CC(=O)NCCC(C)C)C(=O)N(CCc3ccc(OC)c(OC)c3)C1=CCC(C)(C)C2 | -6
COCc1cc(N2CCN(C(=O)OC(C)(C)C)C[C@H]2C)ccc1N1CC[C@H](O)C1 | -5
CCOC(=O)N1CCN(C(=O)C[C@@H]2C(=O)N(CCc3ccc(Cl)cc3)C3=CCCC[C@]32C(=O)OCC)CC1 | -5
COC(=O)C1CN(Cc2cn(Cc3ccccc3)nn2)CCS(=O)(=O)N1Cc1ccc(OC)cc1 (stereo not drawn) | -3
OC(c1ccccc1)(c1ccccc1)C1CCN(CCCNc2cccc(OC(F)(F)F)c2)CC1 | -22
COc1ccccc1NCc1nc2ccccc2n1C | 8
O=C(Nc1cccc(Br)c1)OC1CC2CC1[C@H]1CCCCN1C2 (stereo partly drawn) | -4
CCCN1CCCCC(NC(=O)c2ccc3ccccc3c2)C1=O (stereo not drawn) | 3
Cc1cc(Nc2ccc(OC(F)F)cc2)cc(=O)n1-c1ccc(OC(F)F)cc1 | 2
O=S(=O)(N[C@@H]1CCCC[C@H]1N1CCOCC1)c1ccc(Cl)cc1 | 0
CCCCCCCCN1C(=O)[C@@H](CC(=O)NCCCOCCCC)C[C@@]2(C(=O)OC)C1=C[C@H](C(C)(C)C)O[C@@H]2C | 0
CC1(c2nnnn2C2CCCC2)CCC(=O)N1c1ccc2c(c1)OCCO2 (stereo not drawn) | -7
CC(C)CNc1cccc2c1S(=O)(=O)N(Cc1cccc(F)c1)[C@@H](C)[C@H](c1ccccc1)O2 | 7
Cc1ccc(C(=O)NC2CCCCN(Cc3cccc(Cl)c3)C2=O)c(C)c1 (stereo not drawn) | 6
Cc1ccc2nc(-c3ccc(CN4CCC(c5nc6ccccc6[nH]5)CC4)cc3)c(-c3ccccc3)nc2c1 | -14
O=C(NCCc1nc2ccccc2n1CCOc1cc(F)ccc1F)C1CCCCC1 | 7
CC(CCN1CCC(C(O)(c2ccccc2)c2ccccc2)CC1)Oc1ccccc1C#N (stereo not drawn) | -12
Cc1cc(C)nc(N2CCC(C(=O)N(C)CCc3ccccn3)CC2)n1 | 10
CC(C)C[C@@H](CO)N1Cc2nnn(Cc3ccccc3)c2-c2ccccc2S1(=O)=O | -1

Other entries.
SMILES | PrPC TRFRET
CC(C)CC(=O)N1CCc2cc(S(=O)(=O)N(C)Cc3ccco3)ccc21 | -1
COc1cccc(-c2cc(C(=O)Nc3ccc4c(c3)OCCO4)c3ccccc3n2)c1 | -3
O=[N+]([O-])c1ccc(OC2OCC(O)C(O)C2O)cc1 (stereo not drawn) | -11
COc1ccccc1-c1nnc(SCC#CCOC(=O)c2ccc(F)cc2)o1 | -10
COc1ccc(CN(CC#Cc2ccccc2)Cc2ccccc2)c(OC)c1 | -1
Cn1c(=O)oc2cc(S(=O)(=O)N3CCN(c4cccc(C(F)(F)F)c4)CC3)ccc21 | 4
COc1ccc(CN2C[C@H](COCc3ccccc3)Oc3cccc(N4CCCC4)c3S2(=O)=O)cc1 | 7
CC1(C)OC(C)(C)C(=N/O)/C1=N\N | -6
CCOC(=O)CNC(=O)N(C)[C@H]1C[C@H]2c3[nH]c4c(-c5cccc(C)c5)cccc4c3CCN2C(=O)[C@H]1[C@H](C)O | 7
c1ccc(-c2cccc(CNc3nc(-c4ccccn4)nnc3-c3ccccc3)c2)cc1 | 33*
C=CCN1[C@@H](C)COc2cccc(N3CCCC3)c2S1(=O)=O | 6
C=CC[C@H]1c2ccccc2[C@H]2N3N=Cc4ccccc4[C@H]3[C@H](CCCC)C(=O)N2N1C(=O)c1ccccc1 | 4
CCOc1ccc(-n2c(SCC(=O)Nc3ccc4c(c3)c3ccccc3n4CC)nnc2-c2cccnc2)cc1 | 10
Cc1ccc(NC(=O)C2CCN(c3nnc(-n4cccc4)s3)CC2)cc1C | 3
COC(=O)C1=C(C)N(Cc2cccc(C(F)(F)F)c2)C(=NCc2ccc(OC)cc2)NC1c1cccc(F)c1 (stereo not drawn) | -17
CCOC(=O)[C@@H]1CSCCS(=O)(=O)N1C(=O)[C@H](Cc1ccccc1)NC(=O)OC(C)(C)C | -1
Cc1oc(-c2ccc(F)cc2)cc1-c1nn2c(-c3ccco3)nnc2s1 | -5
O=C(N[C@H](C(=O)N1CCC[C@H]1C(=O)NCCc1ccccc1Cl)C1CCCCC1)C1CC1 | 2
Cc1ccc(S(=O)(=O)N2[C@@H](CCO)OC[C@H]2C(C)C)cc1 | 0
CC(C)CNc1cccc2c1S(=O)(=O)N(Cc1ccc(F)cc1)[C@@H](C)[C@H](c1ccccc1)O2 | 6
Cc1cc(Br)cn2c(Cc3ccccc3C(F)(F)F)c(-c3ccc(C#N)cc3)nc12 | 9
COC(=O)C1CN(CC(C)C)CCS(=O)(=O)N1Cc1ccc(F)cc1 (stereo not drawn) | 5
CCC(CC)C(C(=O)NCc1ccccc1)N1CCN(c2cccc(C)c2C)CC1 (stereo not drawn) | 1
Cc1csc(-c2nc3ccccc3n2C(C(=O)Nc2c(C)cccc2C)C2CC2)c1 (stereo not drawn) | 13
COC[C@H]1CCCN1c1cccc2c1S(=O)(=O)N(C1CC1)CCCO2 | -6

Part of the list above, as comma-separated lines.
Compound,PrPC TRFRET
COC(=O)C1CN(CC(C)C)CCS(=O)(=O)N1Cc1ccc(F)cc1 (stereo not drawn),5
O=C(N[C@H](C(=O)N1CCC[C@H]1C(=O)NCCc1ccccc1Cl)C1CCCCC1)C1CC1,2
CC(C)CC(=O)N1CCc2cc(S(=O)(=O)N(C)Cc3ccco3)ccc21,-1
CC1(C)OC(C)(C)C(=N/O)/C1=N\N,-6

(next part)
SMILES | PrPC TRFRET
O=C(NCCc1c[nH]c2ccccc12)OCc1cn(-c2c(F)cccc2F)nn1 | 17
Cc1cc(NS(=O)(=O)c2ccc(NC(=O)CSc3nnc(-c4ccc(Cl)cc4)n3Cc3ccco3)cc2)nc(C)n1 | 8
CCCN1CCS(=O)(=O)N(Cc2cn(CC(=O)OCC)nn2)C(C(=O)OC)C1 (stereo not drawn) | 10
O=C(NCCc1ccc2c(c1)OCO2)c1cc(-c2ccccc2)c(N2CCOCC2)s1 | -1
O=C1Nc2ccccc2OC1CC(=O)N1CCCCCCC1 (stereo not drawn) | -4
CN1OC[C@@H]2CN3C(=Nc4cc(C(F)(F)F)cc(C(F)(F)F)c4)Sc4ccccc4[C@@H]3C[C@@H]21 | -4
COC(=O)C1CN(Cc2ccc(OC)cc2)CCS(=O)(=O)N1Cc1cn(Cc2ccc(Cl)cc2)nn1 (stereo not drawn) | 8
CCOC(=O)[C@]12CCCC=C1N(CCCOC)C(=O)[C@@H]2CC(=O)NCc1cccs1 | -2
CC(=O)O[C@H]1CC[C@]2(C)C3CC[C@]4(C)[C@@H]([C@H](C)/C=C/[C@H](C)C(C)C)CC[C@H]4[C@@]34C=C[C@]2(C1)N(C(=O)c1ccccc1)O4 (stereo partly drawn) | 1
O=C(NCCCN1CCOCC1)c1ccc(Br)cc1Br | -5
C=CS(=O)(=O)N(Cc1ccc(F)cc1)C(=C)C(=O)OC | 53*
CC(C)CNS(=O)(=O)/C=C/c1cc2c(cc1CNC(=O)OC(C)(C)C)OCO2 | -1
Nc1ccc(CNC(=O)c2cc3cc(Cl)ccc3nc2N)cc1 | 11
COc1ccc(CN(CCN2CCOCC2)C(=O)c2cc(F)ccc2F)cc1OC | 1
C[C@H]1COc2cc(Br)ccc2S(=O)(=O)N1Cc1cn(CC2CCCCC2)nn1 | 2
C=CCN1C(=O)[C@@H](CC(=O)NCCCCc2ccccc2)[C@]2(C(=O)OCC)CCCCC/C=C/12 | 3
CN1CCC(N[C@@H](Cc2ccccc2)C(=O)NCCCc2ccccc2)(C(=O)NCCc2c[nH]c3ccccc23)CC1 | -6
CCOC(=O)[C@@H]1CSCCS(=O)(=O)N1Cc1ccccc1 | -3
CN(c1cccnc1)c1ccc(NC(=O)Cc2c[nH]c3ccccc23)cc1-c1ccc(C(C)(C)C)cc1 | 22
CC(C)N1CCCCC(NC(=O)c2cccc(C(F)(F)F)c2)C1=O (stereo not drawn) | 3
Cc1cccc(C)c1NC(=O)C(c1ccccc1F)n1c(=O)c(-c2ccco2)nc2ccccc21 (stereo not drawn) | 7
C[C@@H]1NS(=O)(=O)c2cccc(Cl)c2O[C@@H]1c1ccccc1 | 1
COC(=O)c1ccc(S(=O)(=O)N2CCC(NC(=O)Cc3ccccc3)CC2)cc1 | 2
O=C(OCc1cn(Cc2cccc(C(F)(F)F)c2)nn1)N1CCOCC1 | 3
CC(=O)Nc1cc2nc3ccccc3oc-2cc1=O | -9

Fetched by compound from the list above:
SMILES | PrPC TRFRET
CCOC(=O)[C@@H]1CSCCS(=O)(=O)N1Cc1ccccc1 | -3
Nc1ccc(CNC(=O)c2cc3cc(Cl)ccc3nc2N)cc1 | 11
O=C1Nc2ccccc2OC1CC(=O)N1CCCCCCC1 (stereo not drawn) | -4
CC(=O)Nc1cc2nc3ccccc3oc-2cc1=O | -9
O=C(OCc1cn(Cc2cccc(C(F)(F)F)c2)nn1)N1CCOCC1 | 3
C[C@@H]1NS(=O)(=O)c2cccc(Cl)c2O[C@@H]1c1ccccc1 | 1
CN(c1cccnc1)c1ccc(NC(=O)Cc2c[nH]c3ccccc23)cc1-c1ccc(C(C)(C)C)cc1 | 22

Continuation:
SMILES | PrPC TRFRET
CCOC(=O)c1cccc(NC(=O)CN(C)S(=O)(=O)c2ccc(Cl)s2)c1 | -2
O=C(Nc1cccc(Cl)c1)OC1CCC12CCC(c1ccccc1)CC2 (stereo not drawn) | 10
CC(C)(C)C(=O)OC12CCCN(C1)/C(=C/c1cccnc1)C2 (stereo not drawn) | 9
O=S1(=O)c2c(cccc2N2CCSCC2)Oc2ccccc2CN1Cc1cn(Cc2ccccc2C(F)(F)F)nn1 | 3
CN(C)[C@H]1CCN(c2ccc3c(c2)O[C@H]2CCN(C2)S3(=O)=O)C1 | -4
CC(=O)OCCCN1CCC2(CCCCC2)C1=O | -3
CCOC(=O)CC1(Cc2ccccc2)Oc2ccccc2O1 | 3
Brc1ccc2c(c1)-n1nncc1CNC2 | 9
O=[N+]([O-])c1cccc(I)c1 | -5
COc1ccc(S(=O)(=O)N2CCCc3nc(-c4ccccc4)ccc32)cc1 | 4
N/C(Cc1cccc2ccccc12)=N\OC(=O)c1ccc(Br)o1 | -4
N#CC(c1c(Cl)cccc1N1CCCCC1)N1CCCCC1 (stereo not drawn) | 4
CCOC(=O)[C@]12CCCC=C1N(Cc1ccccc1)C(=O)[C@H](CC(=O)N1CCOCC1)C2 | -2
CCCCNC(=O)c1nc(C2CCN(S(=O)(=O)c3ccc(OC(F)(F)F)cc3)CC2)oc1-c1ccccc1 | 7
COC(=O)[C@]12C[C@H](CC(=O)N3CCOCC3)C(=O)N(CCC3=CCCCC3)C1=C[C@H](C(C)C)O[C@@H]2C1CC1 | 17
Nc1nc2ncccc2cc1C(=O)NC1CC1 | 5
COC(=O)[C@]12C[C@H](CC(=O)NCC34CC5CC(CC(C5)C3)C4)C(=O)N(Cc3ccc(Cl)cc3Cl)C1=C[C@H](C(C)(C)C)O[C@@H]2C | -4
Nc1nc2ccc(Cl)cc2cc1C(=O)NCc1ccccc1Br | 49*
CCCCCCCCNS(=O)(=O)CC1NCc2cc(F)ccc21 (stereo not drawn) | -6
CN1C/C(=C/c2ccccc2)N2C(=O)C[C@@H](c3ccccc3)N=C12 | 8
CC(C=NN=C1C(=O)Nc2ccccc21)=Cc1ccccc1 | -2
Cc1cc(NC(=O)Cc2cn(C)c3ccccc23)ccc1Oc1cccnc1 | 5
O=C(Nc1ccc(F)cc1)C(c1ccncc1)N1CCN(C(=O)c2ccco2)CC1 (stereo not drawn) | 4
C[C@H](O)[C@@H]1C(=O)N2CCc3c([nH]c4c(-c5ccccc5)cccc34)[C@@H]2C[C@@H]1N(C)C(=O)Nc1ccccc1 | -4
COC(=O)[C@]12C[C@H](CC(=O)NCc3cccs3)C(=O)N(Cc3ccc(Cl)cc3Cl)C1=C[C@H](C(C)(C)C)O[C@@H]2C | 1

Following part.
SMILES | PrPC TRFRET
COc1cccc(CCNS(=O)(=O)c2c(C)n[nH]c2C)c1 | 5
Clc1ccc(-n2c(COc3ccccc3)nnc2SCc2nc3ccccc3[nH]2)cc1 | 4
O=C(Nc1ccc(Cl)cc1)C1CCCN1S(=O)(=O)c1cccc2cccnc12 (stereo not drawn) | 22
C[C@H]1CCCC(=O)N[C@@H](c2ccccc2)[C@@H](C)CCCC(=O)N[C@H]1c1ccccc1 | -8
COC(=O)C/C=C/[C@@H](C)[C@H](NC(=O)OCC(Cl)(Cl)Cl)c1ccc(-c2ccccc2)cc1 | -2
CN1CCCCC(NC(=O)C2CCCCC2)C1=O (stereo not drawn) | 1
COc1ccccc1-c1c(NC(=O)c2ccco2)n(-c2ccccc2)nc(C)c1=O | 1
Cc1cccc(NC(=O)OC2CC3CC2[C@H]2CCCCN2C3)c1 (stereo partly drawn) | -4
CCCN1CCS(=O)(=O)N(Cc2cn(Cc3ccccc3)nn2)C(C(=O)OC)C1 (stereo not drawn) | 4
Cc1ccccc1CN1CCCCC(NC(=O)C(C)(C)C)C1=O (stereo not drawn) | -4
CCc1cccc2c(C(C)c3ccccc3O)c[nH]c12 (stereo not drawn) | -2
Cn1c(=O)cc(OCCCC(=O)Nc2cc(-c3ccncc3)ccn2)c2ccccc21 | 27*

Compound activity deposited in PubChem BioAssay by The Scripps Research Institute Molecular Screening Center.

These rows are one share of the data. The share of hits here may be higher or lower than overall.
